Screening data deposited in PubChem by National Center for Advancing Translational Sciences (NCATS).
Fluorescein fluor – compound autofluorescence in fluorescein spectral region | Compound autofluorescence, 480/540 nm, fluorescein-equivalent; active compounds read high | max fluorescein-equivalent concentration, M | 59,000 tested, 0.91% active | AID 593; in the data active = max fluorescein-equivalent concentration above about 10 nM; inconclusive = between about 1.1 nM and that limit
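First, buffer (100 mM Tris, pH 8.0) dispensed; second, compounds and fluorescein standards pinned in; third, 15 min room-temperature incubation; finally, imaging at ex 480 nm/em 540 nm. Fluorescence normalized against the six-point fluorescein curve.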
ERK AVP inh – blocks ERK signaling stimulated by vasopressin; AID 995; Potency, µM (top dose mostly 57.5 µM), for the others: at the highest dose activity, negative = inhibition, actives largely listed as inhibitors; HEK293-V1b, vasopressin-stimulated pERK AlphaScreen; 72,000 tested, 0.99% active; note: potency is the fitted concentration of half-maximal effect; % is set by controls: 0 for no effect and ±100 for the full control effect; nearly all actives have a fitted effect of over 55% in size
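Overnight-seeded V1b-HEK293 cells in 1% FBS got compound, then vasopressin (25 nM final, 5 min, 37C), then lysis buffer. AlphaScreen detection of phospho-ERK; activity normalized to basal and full-stimulation controls.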
Epigenetic mod – epigenetic GFP locus derepression in mouse cells. 68,000 tested, 0.09% active. Potency, µM (doses to about 46.1 µM), without a hit: at the highest dose GFP derepression (activation). mouse C127i GFP locus derepression, cytometry, 30 h; note: % of control where 0% means no effect
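Derepression screen: silenced CMV-GFP reporter in murine C127i cells, 30 h compound incubation at 37 C, washed cells imaged by laser-scanning cytometer to enumerate GFP-expressing objects of 20 to 120 um.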
A350 autofl – compounds fluorescent in Alexa 350 spectral region | 59,000 tested, 11% active | Compound autofluorescence, 340/450 nm, Alexa 350 dye-equivalents; active compounds read high | max dye-equivalent concentration, M; in the data active = max dye-equivalent concentration above about 10 nM; inconclusive = mostly about 1.1 nM to 9.6 nM
HBB splicing – modulators of hemoglobin beta chain splicing | HBB splicing reporter cell assay, activation; EGFP reporter with mutant IVS2-654 intron; response scale: normalised to 500 nM splice-correcting PNA | Potency, µM (top dose mostly 46.1 µM), without a hit: top-dose activation, actives largely listed as activators | 65,000 tested, 0.06% active; note: potency is the fitted concentration of half-maximal effect; 0% is about no effect
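Compounds were applied for 2 days to HeLa EGFP-654 cells, 500/well in Optimem with 2% FCS. The reporter's EGFP is disrupted by mis-splicing of beta-globin intron IVS2-654. Readout: summed well GFP fluorescence from 488 nm laser scanning; reference was 500 nM antisense […] 654 PNA.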
Hsp90 Hop PPI – changes Hsp90-Hop TPR2A binding signal, up or down; AlphaScreen TPR2A-His6 binding biotin-Hsp90 C-terminal peptide; Potency, µM (doses to about 57 µM), inactives show top-dose activity change, negative = inhibition; 71,000 tested, 0.44% active; AID 595; active = well fitted curve in either direction with a large enough effect; inconclusive = small, poorly fitted or top-dose-only effect, or another doubt; note: potency is the fitted concentration of half-maximal effect; % is set by controls: 0 for no effect and ±100 for the full control effect; many of its hits are not listed in these tables
TexasRed autofl – compounds fluorescent in Texas Red spectral region. 59,000 tested, 0.06% active. Compound fluorescence, Texas Red channel, 547/618 nm; active compounds read high. max dye-equivalent concentration, M; in the data active = max dye-equivalent concentration above about 10 nM; inconclusive = between about 1.1 nM and that limit
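Spectral interference profiling: each compound concentration's relative fluorescence, read with a 547 nm excitation and 618 nm emission filter pair, was normalized to a per-plate Texas Red standard curve.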
4MU fluor – 4-MU region autofluorescence; AID 589; compound autofluorescence, 340/450 nm, 4-MU equivalents; active compounds read high; max dye-equivalent concentration, M; 59,000 tested, 11% active; in the data active = max dye-equivalent concentration above about 10 nM; inconclusive = mostly about 1.1 nM to 9.6 nM
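Intrinsic fluorescence at 340/450 nm (ex/em) was read after 15 min at room temperature in pH 8.0, 100 mM Tris. Each compound concentration expressed as 4-MU-equivalent concentration from a six-point 4-MU standard series on each plate.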
UbGFP stabilizer – ubiquitin-GFP accumulation via proteasome inhibition; Ubiquitin-GFP reporter cells, proteasome inhibition, GFP fluorescence; response scale: untreated = 0%, 10 µM MG-132 = 100%; Potency, µM (doses to about 45.9 µM), for the others: top-dose activation (GFP accumulation), usual class: activators; 67,000 tested, under 10 active; active = well fitted activation curve with a large enough effect, not every such curve was filed as active; inconclusive = small, poorly fitted or top-dose-only effect, or another doubt; inactive = no such curve, though single readings can be large or run the other way; note: potency is the fitted concentration of half-maximal effect
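U2OS cells stably expressing ubiquitin(G76V)-GFP, seeded overnight in 0.5% FBS medium, were exposed to compounds (qHTS, 46 uM to 2.9 nM) for 4 hr at 37 °C. GFP-positive cells were counted by laser cytometry (488 ex/515 em), normalized between basal and 10 uM MG-132.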
CRE Fsk mod – modulators of forskolin-stimulated CRE signaling in CHO cells; CHO CRE-bla reporter (cAMP response element driving beta-lactamase), forskolin EC10, beta-lactamase ratio; Potency, µM (top dose mostly 38.2 µM), for the others: at the top dose activity change, negative = inhibition, most hits filed as activators; 71,000 tested, 2.5% active; AID 662; active = well fitted activation curve with a large enough effect in the signal ratio, with a control signal flat, not every such curve was filed as active; inconclusive = small, poorly fitted or top-dose-only effect, or effect the other way, or a change in a side signal; the % refers to the signal ratio; note: potency is the fitted concentration of half-maximal effect; % of control where 0% means no effect
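CHO CRE-bla cells, overnight plating in Opti-MEM with 0.5% dialyzed FBS; cpd titration + EC10 NKH 477, 3 h 37 °C; CCF4 2 h RT; ex 405/em 460 vs 530 ratio → %Activity, AC50.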
FLuc inh – inhibitors of firefly luciferase. purified firefly luciferase, luminescence, 8 min. Potency, µM (top dose mostly 57.1 µM), inactives show at the highest dose activity change, negative = inhibition, usual class: inhibitors. 72,000 tested, 2.2% active. AID 411; note: potency is the fitted concentration of half-maximal effect; % is set by controls: 0 for no effect and ±100 for the full control effect; nearly all actives have a fitted effect of over 40% in size
Target sequence (P08659 whole entry, looked up): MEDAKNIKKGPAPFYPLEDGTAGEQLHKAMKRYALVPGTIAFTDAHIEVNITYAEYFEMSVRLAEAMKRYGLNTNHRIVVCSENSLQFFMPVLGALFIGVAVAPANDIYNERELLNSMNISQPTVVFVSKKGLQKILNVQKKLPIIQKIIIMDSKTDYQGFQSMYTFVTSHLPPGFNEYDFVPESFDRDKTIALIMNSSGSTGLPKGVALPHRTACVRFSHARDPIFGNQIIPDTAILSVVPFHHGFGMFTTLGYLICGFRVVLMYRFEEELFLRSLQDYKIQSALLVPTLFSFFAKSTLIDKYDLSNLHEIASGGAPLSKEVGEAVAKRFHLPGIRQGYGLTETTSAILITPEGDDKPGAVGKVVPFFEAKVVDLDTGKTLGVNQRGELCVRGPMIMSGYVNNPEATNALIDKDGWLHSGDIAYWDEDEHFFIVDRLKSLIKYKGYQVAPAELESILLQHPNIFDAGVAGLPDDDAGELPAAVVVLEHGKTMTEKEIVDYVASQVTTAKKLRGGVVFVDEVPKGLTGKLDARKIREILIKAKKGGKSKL
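Compounds were tested as concentration series (qHTS) against purified P. pyralis luciferase with luciferin and 10 uM ATP in 50 mM imidazole pH 7.2, 50 mM KCl, 7 mM MgCl2, 0.01% Tween 20, 0.05% BSA. Luminescence was read after 8 min at ambient temperature.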
* = called active by the depositor; [ ] = another dose, or the depositor's remark. Unless noted, calls come from the whole dose curve; as a rule, active = well fitted curve in the direction sought with a large enough effect; inconclusive = small, poorly fitted or top-dose-only effect, or another doubt; inactive = no such curve, though single readings can be large; an effect the other way counts as inactive or inconclusive. An excerpt; the hit share may differ from the screen's.

For O=C(NC1=NCCS1)NC12CC3CC(CC(C3)C1)C2 the results were Fluorescein fluor inconclusive, ERK AVP inh 1%, Epigenetic mod 0%, A350 autofl inconclusive, HBB splicing -4.0%[57.5 µM], Hsp90 Hop PPI -1%, TexasRed autofl inactive, 4MU fluor inactive, UbGFP stabilizer -5%, CRE Fsk mod inconclusive and FLuc inh -8%.
Cc1cnc(C(=O)Nc2cccc3cccnc23)cn1 was read as Fluorescein fluor inconclusive, ERK AVP inh -4%, Epigenetic mod 2%, A350 autofl 3.1e-07M*, HBB splicing 0.1%, Hsp90 Hop PPI -3%, TexasRed autofl inconclusive, 4MU fluor 1.9e-07M*, UbGFP stabilizer 3%, CRE Fsk mod inconclusive and FLuc inh 0%.
`COc1cc(OC)c(C2N(c3cc(C)on3)C(=O)C3CCCN32)cc1OC` (stereo unspecified) gave Fluorescein fluor inactive, ERK AVP inh -10%, Epigenetic mod 0%, A350 autofl inconclusive, HBB splicing 0.0%, Hsp90 Hop PPI 7%, TexasRed autofl inactive, 4MU fluor inconclusive, UbGFP stabilizer -8%, CRE Fsk mod 1% and FLuc inh 0%.
`COc1ccc(-c2nc3cnc(N4CCNCC4)nc3n(Cc3cccs3)c2=O)cc1` gave Fluorescein fluor inactive, ERK AVP inh 9%, Epigenetic mod 8%[9.22 µM], A350 autofl 1e-08M*, HBB splicing -4.3%, Hsp90 Hop PPI 27%, TexasRed autofl inactive, 4MU fluor inconclusive, UbGFP stabilizer 2%, CRE Fsk mod inconclusive and FLuc inh 1%[11.4 µM].
`O=C(NO)c1ccc(OC(F)F)cc1` gave Fluorescein fluor inactive, ERK AVP inh 13%, Epigenetic mod 4%, A350 autofl inactive, HBB splicing -0.8%, Hsp90 Hop PPI -5%, TexasRed autofl inactive, 4MU fluor inactive, UbGFP stabilizer 11%, CRE Fsk mod -16% and FLuc inh 2%.
For CCCCNC(=O)c1cc2c(-c3ccc(Cl)cc3)nn(C)c2s1 the results were ERK AVP inh -11%, HBB splicing -0.4%, Hsp90 Hop PPI -1%[2.3 µM], UbGFP stabilizer -16%, CRE Fsk mod 14% and FLuc inh 2%.
For Cn1nnnc1SCC1=C(C(=O)O)N2C(=O)[C@@H](NC(=O)[C@@H](O)c3ccccc3)[C@@H]2SC1 the results were Fluorescein fluor inconclusive, ERK AVP inh 9%[25.7 µM], Epigenetic mod 3%[20.6 µM], A350 autofl inactive, HBB splicing 2.1%[20.6 µM], Hsp90 Hop PPI -5%[26 µM], TexasRed autofl inconclusive, 4MU fluor inactive, UbGFP stabilizer 2%[20.5 µM], CRE Fsk mod -3%[17.1 µM] and FLuc inh 0%[25.5 µM].
Cc1ccc(OCC(=O)OC2CCS(=O)(=O)C2)cc1 (stereo unspecified) was read as Fluorescein fluor inactive, ERK AVP inh 0%, Epigenetic mod 2%, A350 autofl inactive, Hsp90 Hop PPI 0%, TexasRed autofl inactive, 4MU fluor inactive, UbGFP stabilizer 7%, CRE Fsk mod -4% and FLuc inh 3%.
For CCN(CC)S(=O)(=O)c1ccc2c(c1)c(C(=O)O)cn2C the results were Fluorescein fluor inconclusive, Epigenetic mod 5%[20.6 µM], A350 autofl inactive, TexasRed autofl inactive, 4MU fluor inactive and FLuc inh 0%[25.5 µM].
Screening C=CCOc1ccc(/C(O)=C2\C(=O)C(=O)N(CCCOC)C2c2ccc(O)c(OC)c2)cc1 (stereo unspecified) returned Fluorescein fluor inactive, ERK AVP inh -13%, Epigenetic mod 6%, A350 autofl inactive, HBB splicing -0.4%[0.369 µM], Hsp90 Hop PPI -5%, TexasRed autofl inactive, 4MU fluor inactive, CRE Fsk mod -10% and FLuc inh 0%.
Screening N#CCCn1nnc(-c2ccccc2F)n1 returned ERK AVP inh 6%, Epigenetic mod -2%, HBB splicing -2.9%, Hsp90 Hop PPI -1%, UbGFP stabilizer -8%, CRE Fsk mod 1% and FLuc inh 0%.
CC(Sc1nc(-c2ccccc2)cc(C(F)(F)F)n1)C(=O)N1CCC(C(N)=O)CC1 (stereo unspecified) was read as Fluorescein fluor inactive, ERK AVP inh -9%, Epigenetic mod -1%, A350 autofl inactive, Hsp90 Hop PPI -2%, TexasRed autofl inactive, 4MU fluor inactive, UbGFP stabilizer -2%, CRE Fsk mod 7% and FLuc inh 1%.
Cc1c(C(=O)NCC2CCCO2)oc2ccc(S(=O)(=O)N3CC(C)CC(C)C3)cc12 (stereo unspecified) was read as HBB splicing -0.4%, Hsp90 Hop PPI -5%, UbGFP stabilizer 4%, CRE Fsk mod -14% and FLuc inh 1%.
Screening O=C(Cn1ncc2c1-c1ccccc1OC2)N1CCc2ccccc21 returned ERK AVP inh -21%, Epigenetic mod 7%, HBB splicing -0.7%, Hsp90 Hop PPI 1%, UbGFP stabilizer -2%, CRE Fsk mod -14% and FLuc inh -1%.
`CC(C)CCC[C@@H](C)[C@@H]1CC[C@@H]2[C@H]3CC[C@H]4C[C@@H](N)CC[C@@]4(C)[C@@H]3CC[C@]21C` gave Fluorescein fluor inactive, ERK AVP inh -3%[11.5 µM], Epigenetic mod -2%[9.22 µM], A350 autofl inactive, HBB splicing 2.0%[9.22 µM], Hsp90 Hop PPI -2%[11 µM], TexasRed autofl inactive, 4MU fluor inactive, UbGFP stabilizer 1%[9.17 µM], CRE Fsk mod 4%[7.6 µM] and FLuc inh 3%[11.4 µM].
For CCOC(=O)CC(=O)CSC1=C(C#N)C(c2ccccc2OC)CC(=O)N1 (stereo unspecified) the results were Fluorescein fluor inconclusive, ERK AVP inh -27%, Epigenetic mod 2%, A350 autofl inactive, HBB splicing 2.2%[0.369 µM], Hsp90 Hop PPI -5%, TexasRed autofl inactive, 4MU fluor inactive, CRE Fsk mod -1% and FLuc inh 0%.
`CCCS(=O)(=O)N1CCCC(C(=O)NCCN2CCCCC2C)C1` (stereo unspecified) gave Fluorescein fluor inactive, ERK AVP inh -9%, Epigenetic mod 2%, A350 autofl inactive, HBB splicing 0.2%, Hsp90 Hop PPI 6%, TexasRed autofl inactive, 4MU fluor inactive, UbGFP stabilizer -4%, CRE Fsk mod -5% and FLuc inh 3%.
`CCOC(=O)N1CCN(C(=O)c2nn(-c3ccc(C)cc3)c(=O)c3c2c2ccccc2n3C)CC1` gave Fluorescein fluor inconclusive, ERK AVP inh -3%, Epigenetic mod 5%, A350 autofl inconclusive, HBB splicing -2.3%, Hsp90 Hop PPI -8%, TexasRed autofl inactive, 4MU fluor inconclusive, UbGFP stabilizer 3%, CRE Fsk mod 4% and FLuc inh 1%.
Screening Cc1noc(C)c1C(=O)N1CCC2(CCN(Cc3nccs3)CC2)CC1 returned Fluorescein fluor inactive, ERK AVP inh 17%, Epigenetic mod 5%[9.22 µM], A350 autofl inactive, HBB splicing 1.3%, Hsp90 Hop PPI -3%, TexasRed autofl inactive, 4MU fluor inactive, UbGFP stabilizer -7%, CRE Fsk mod -15% and FLuc inh 1%[11.4 µM].
`CCC(=O)Nc1nc(C)cc(SCC(=O)OC)n1` gave Fluorescein fluor inconclusive, ERK AVP inh -7%, Epigenetic mod -4%, A350 autofl inactive, HBB splicing -1.1%, Hsp90 Hop PPI -2%, TexasRed autofl inconclusive, 4MU fluor inactive, UbGFP stabilizer -5%, CRE Fsk mod 7% and FLuc inh -4%.
`CCCCC(=O)Nc1ccc(C(=O)NCc2ccncc2)cc1` gave Fluorescein fluor inactive, ERK AVP inh -2%, Epigenetic mod -3%, A350 autofl inactive, HBB splicing 0.3%, Hsp90 Hop PPI -7%, TexasRed autofl inactive, 4MU fluor inactive, UbGFP stabilizer -3%, CRE Fsk mod -6% and FLuc inh -1%.
`Cc1ccc(Cn2ccc(NC(=O)c3noc4c3CCCCC4)n2)cc1` gave Fluorescein fluor inactive, ERK AVP inh 8%, Epigenetic mod 3%, A350 autofl inactive, HBB splicing -0.3%, Hsp90 Hop PPI 2%, TexasRed autofl inactive, 4MU fluor inactive, UbGFP stabilizer -3%, CRE Fsk mod 5% and FLuc inh -8%.
Screening CC(C)Oc1ccc(C(=O)NCc2cccnc2)cc1 returned ERK AVP inh 8%, Epigenetic mod 2%, HBB splicing -6.6%, Hsp90 Hop PPI -5%, UbGFP stabilizer -3%, CRE Fsk mod -5% and FLuc inh -3%.
